GALK inhibitor – blocks human galactokinase activity. P51570. Purified GALK, Kinase-Glo residual ATP luminescence. Potency, µM (doses to about 57.5 µM), for the others: at the top dose activity change, negative = inhibition, most hits filed as inhibitors. 270,000 compounds, 0.007% hits. AID 1868; note: potency is the fitted concentration of half-maximal effect; % is set by controls: 0 for no effect and ±100 for the full control effect
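GALK at 5 nM final was combined with compound, 35 uM ATP and 100 uM galactose in HEPES pH8.0 with MgCl2 and DTT. The reaction ran one hour at room temperature before luminescent ATP detection.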
USP2a inh – USP2a (human) protease inhibition | USP2 core, Ub-CHOP2 coupled fluorogenic reporter, 485/531 | Potency, µM (top dose mostly 38.3 µM), for inactives: at the highest dose activity change, negative = inhibition, usual class: inhibitors | 330,000 compounds, 0.01% hits;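 note: potency is the fitted concentration of half-maximal effect; plate controls were DMSO wells for no effect and full inhibition by NEM control for full effect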
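USP2 core (10nM final) preincubated 30min RT with compound in 20mM Tris-HCl pH 8.0, 2mM CaCl2, 2mM beta-mercaptoethanol, 0.05% CHAPS; 25nM Ub-CHOP2 plus 25nM reporter substrate added, fluorescence (Ex485/Em531) read after 60min.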
Eya2 phos inh – inhibitors of human Eya2 phosphatase activity; O00167; recombinant Eya2, OMFP fluorescence dephosphorylation (OMFP is methylfluorescein phosphate); Potency, µM (top dose mostly 76.9 µM), for the others: top-dose activity, negative = inhibition, hits mostly inhibitors; 330,000 compounds, 0.006% hits; note: potency is the fitted concentration of half-maximal effect; % is set by controls: 0 for no effect and ±100 for the full control effect
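Eya2 (0.2 uM) preincubated 10 min at ambient with compound, then OMFP substrate added at 50 uM; 10 min reaction in 50 mM HEPES pH 7.5, 50 mM NaCl, 5 uM MgCl2, 0.05% BSA, 1 mM DTT. Fluorescence read at Ex 485/Em 525 nm.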
hERG WT inh – KCNH2 (human, wildtype) channel inhibition; U2OS, BacMam KCNH2, thallium flux FluxOr; stronger effect = lower value; 340,000 compounds, 0.37% hits; Q12809; activity change, % at 1.84 µM;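 active = maximum activity change below -70%; inconclusive = maximum activity change between -70% and -50%; inactive = maximum activity change above -50%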; note: % is set by controls: 0 for no effect and ±100 for the full control effect
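U2OS cells transduced with wild-type KCNH2 virus are loaded with FluxOr dye for 45 min, and thallium flux is measured in kinetic reads before and after stimulation buffer. Rate constants are normalized to DMSO controls.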
ASM inhibitor – blocks human secretory acid sphingomyelinase | Potency, µM (titrated, usually from 57.5 µM), for the others: top-dose activity change, negative = inhibition, most hits filed as inhibitors | P17405 | AID 504937 | placental ASM, HMU-PC fluorogenic substrate, 60 min | 340,000 compounds, 0.006% hits; note: potency is the fitted concentration of half-maximal effect
Target sequence (P17405 47-631 limits assumed): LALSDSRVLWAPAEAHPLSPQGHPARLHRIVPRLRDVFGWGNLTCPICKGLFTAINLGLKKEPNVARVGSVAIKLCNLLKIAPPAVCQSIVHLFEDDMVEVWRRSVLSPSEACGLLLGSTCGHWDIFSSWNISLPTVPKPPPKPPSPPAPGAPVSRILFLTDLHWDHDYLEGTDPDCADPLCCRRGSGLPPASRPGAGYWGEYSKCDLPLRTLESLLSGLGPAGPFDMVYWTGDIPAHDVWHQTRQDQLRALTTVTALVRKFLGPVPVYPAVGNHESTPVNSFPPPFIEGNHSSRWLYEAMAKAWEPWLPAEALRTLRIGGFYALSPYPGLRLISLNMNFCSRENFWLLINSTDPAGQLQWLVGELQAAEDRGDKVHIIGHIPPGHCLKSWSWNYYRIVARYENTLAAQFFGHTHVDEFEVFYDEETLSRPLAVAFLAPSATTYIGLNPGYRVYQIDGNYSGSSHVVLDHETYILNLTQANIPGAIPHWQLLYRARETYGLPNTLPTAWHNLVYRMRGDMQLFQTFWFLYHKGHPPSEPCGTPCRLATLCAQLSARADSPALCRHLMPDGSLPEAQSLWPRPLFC
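Fluorogenic HMU-PC substrate (9 uM final) is turned over by placental ASM in 60 min at 37 C after a 10 min compound preincubation. Reaction ended by alkaline stop (pH 10), with fluorescence read at 386/447 nm.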
PKM2 act – PKM2 (human) enzyme activation; purified PKM2, Kinase-Glo ATP luminescence, activation; response scale: 0% is enzyme alone, no compound; Potency, µM (top dose mostly 57.5 µM), for the others: at the highest dose activation, most hits filed as activators; 260,000 compounds, 0.34% hits; note: potency is the fitted concentration of half-maximal effect; % is set by controls: 0 for no effect and ±100 for the full control effect; nearly all actives have a fitted effect of over 55% in size
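hPK-M2, >95% pure; 0.1 mM ADP / 0.5 mM PEP final; imidazole pH7.2 buffer w/ 7 mM MgCl2, 50 mM KCl; 1 h RT; Kinase-Glo lum. Intermediate enzyme activity for dual inhibitor/activator qHTS.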
TSHR antag – human thyrotropin receptor antagonism; P16473; TSHR-expressing cells, TSH-stimulated cAMP HTRF, 2 h; stronger effect = lower value; activity change, negative = inhibition, % at 11.5 µM; 330,000 compounds, 0.2% hits; AID 504810;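 active = activity change below a set negative limit, meaning inhibition stronger than a set level, cut at about -70% in these data; inconclusive = activity change between two set negative limits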; note: % is set by controls: 0 for no effect and ±100 for the full control effect
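TSHR-expressing cells were treated with compounds, then stimulated with TSH at EC80 (4nM final) for 2 hours at 37 deg C. Cellular cAMP was measured by HTRF competition between lysate cAMP and cAMP-d2 for a cryptate-labelled anti-cAMP antibody.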
Mito fusion yeast – inhibitors of mitochondrial division or activators of mitochondrial fusion; S. cerevisiae fusion-defective mutant growth rescue, CellTiterGlo 48 h; Potency, µM (top dose mostly 46.1 µM), for the others: top-dose growth rescue (activation), most hits filed as activators; 320,000 compounds, 0.23% hits;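 note: potency is the fitted concentration of half-maximal effect; % of control where 0% means no effect; nearly all actives have a fitted effect of over 45% in size; temperature-sensitive fusion mutants such as fzo1-1 at 37 °C on non-fermentable ethanol glycerol medium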
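Luminescent cell viability in 1536-well qHTS format served as the measure of rescued growth in ts fusion-mutant S. cerevisiae cultured on non-fermentable YPEG for 48 hours at 37C.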
BCR signal inh – chronic active BCR signaling inhibition. ABC-DLBCL IkBa-CBG/CBR reporter, luminescence ratio, 4 h. Potency, µM (top dose mostly 46.1 µM), inactives show at the top dose ratio change, negative = lower green/red ratio, usual class: inhibitors. 340,000 compounds, 0.05% hits. AID 493014; active = well fitted inhibition curve with a large enough effect in the signal ratio, with a control signal flat, not every such curve was filed as active; inconclusive = small, poorly fitted or top-dose-only effect, or effect the other way, or a change in a side signal; the % refers to the signal ratio;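 note: potency is the fitted concentration of half-maximal effect; plate controls were basal doxycycline-induced cells for no effect and cells given 10 µM MG132 for full effect; MG132 reads +100%, hits lower the ratio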
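Cell line TMD8 (human ABC DLBCL), stably expressing tet-inducible CBG68-IkBa fusion and CBR; IMDM/0.5% FBS; cpd up to 46 uM; dox induction, 4 h, 37C/5% CO2; dual luminescence; green/red ratio; MG132 control.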
MBNL1-CUG inh – MBNL1-poly(CUG) RNA binding inhibition. Q9NR56. TR-FRET MBNL1-His/biotin-(CUG)12 binding, 665/545 ratio. Potency, µM (doses to about 57.5 µM), inactives show at the highest dose activity change, negative = inhibition, actives largely listed as inhibitors. 280,000 compounds, 0.036% hits. AID 2675; active = well fitted inhibition curve with a large enough effect in the signal ratio, with a control signal flat, not every such curve was filed as active; inconclusive = small, poorly fitted or top-dose-only effect, or effect the other way, or a change in a side signal; inactive = no such curve, though single readings can be large or run the other way; the % refers to the signal ratio; note: potency is the fitted concentration of half-maximal effect; % is set by controls: 0 for no effect and ±100 for the full control effect
Target sequence (Q9NR56 whole entry, looked up): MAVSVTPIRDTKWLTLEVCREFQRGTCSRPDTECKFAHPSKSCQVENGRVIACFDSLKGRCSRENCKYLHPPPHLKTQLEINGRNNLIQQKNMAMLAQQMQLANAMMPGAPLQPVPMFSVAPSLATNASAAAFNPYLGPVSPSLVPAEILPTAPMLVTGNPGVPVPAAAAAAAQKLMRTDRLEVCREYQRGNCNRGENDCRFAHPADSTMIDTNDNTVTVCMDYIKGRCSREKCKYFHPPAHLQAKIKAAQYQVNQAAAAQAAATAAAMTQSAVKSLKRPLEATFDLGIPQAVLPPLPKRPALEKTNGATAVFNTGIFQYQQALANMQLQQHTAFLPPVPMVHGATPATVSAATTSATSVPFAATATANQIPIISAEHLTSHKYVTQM
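Compounds (final 92 nM to 58 uM) are added to His-tagged MBNL1 and biotin-(CUG)12, then terbium anti-His antibody and streptavidin-XL665 (5 nM final). After 60 min at room temperature, the 665/545 nm ratio is read.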
Menin MLL FP TR – displaces Texas Red mutant MLL peptide from human menin. Potency, µM (highest dose often 61.6 µM), for inactives: at the highest dose FP activity change, negative = inhibition, usual class: inhibitors. 270,000 compounds, 0.23% hits. AID 1768. O00255. Menin + Texas Red MLL mutant peptide, fluorescence polarization; active = well fitted inhibition curve with a large enough effect in the polarisation, with a control signal flat, not every such curve was filed as active; inconclusive = small, poorly fitted or top-dose-only effect, or effect the other way, or a change in a side signal; inactive = no such curve, though single readings can be large or run the other way; the % refers to the polarisation; note: potency is the fitted concentration of half-maximal effect; % of control where 0% means no effect; many of its hits are not listed in these tables
Numbers without * were called inactive; ? = inconclusive; nt = not tested or not shown; [ ] = another dose, or the depositor's remark. Unless noted, calls come from the whole dose curve; as a rule, active = well fitted curve in the direction sought with a large enough effect; inconclusive = small, poorly fitted or top-dose-only effect, or another doubt; inactive = no such curve, though single readings can be large; an effect the other way counts as inactive or inconclusive. Only part of the results is shown (hit frequency here may not be typical).

SMILES | GALK inhibitor | USP2a inh | Eya2 phos inh | hERG WT inh | ASM inhibitor | PKM2 act | TSHR antag | Mito fusion yeast | BCR signal inh | MBNL1-CUG inh | Menin MLL FP TR
Cc1c(NC(=O)Nc2cccs2)cccc1[N+](=O)[O-] | -1.3% | -0.1% | 7.8% | -6.5 | 1.3% | 0.3% | -4.5 | -4.8% | -18.2% | 7.0% | ?
Cn1c(=O)[nH]c(=O)c2c1nc(SCC(O)CCl)n2Cc1ccccc1 (configuration not stated) | -3.5% | 0.2% | 3.0% | 13.4 | -4.2% | 10.6%[11.5 µM] | -5.5 | -2.5% | -7.3% | 0.6% | 0.5%
Cc1ccc(S(=O)(=O)N2CCOCC2)cc1NC(=O)CNCc1ccccc1Cl | nt | 0.0% | -30.3% | -3.7 | -3.4% | nt | 1.5 | 0.9% | -9.3% | nt | nt
C/C=C/C=C(/NC(=O)c1ccccc1)C(=O)Nc1ccccc1 | -0.7% | -0.6% | -3.2% | -8.0 | 3.1% | -5.5% | 8.7 | 1.6% | 10.8% | -3.5% | nt
CC[C@H](C)[C@H](NC(N)=O)C(=O)Nc1ccc(NC(C)=O)cc1 | nt | 4.2% | -8.1% | -5.4 | -0.1% | -9.7% | 4.5 | 1.1% | ? | 6.8% | nt
CCCc1cc(=O)[nH]c(/N=C(/NC(=O)C(C)N2C(=O)c3ccccc3C2=O)Nc2ccccc2)n1 (configuration not stated) | -2.7% | 0.7% | -1.4% | -4.3 | -1.3% | -3.0% | 24.8 | 0.7% | -4.1% | 3.6% | 15.9%
COc1ccc(NC(=O)C(=O)N2N=C3CCCCC3C2(O)C(F)(F)F)cc1 (configuration not stated) | -1.7% | -1.5% | 2.6% | -1.0 | -1.0% | -4.0% | -8.3 | 4.4% | 12.9% | ? | -3.2%
Cn1c(CCN2CCOCC2)nc2cc(NC(=O)COc3ccc(Cl)cc3)ccc21 | 4.2% | 2.0% | -2.8% | 2.2 | -2.0% | 2.4% | -4.7 | 3.0% | 5.0% | 3.4% | 3.6%
C#CCOCCOCCOCCNc1nc(N2CCN(C(=O)C([C@@H](C)CC)n3cc(C(N)Cc4ccc(O)cc4)nn3)CC2)nc(N2CCN(C(=O)[C@H](CCC(=O)O)n3cc(C(N)[C@H](C)CC)nn3)CC2)n1 (some centres not stated) | 0.7% | 2.3% | -5.0% | -3.0 | 2.2% | -3.5% | 0.0 | -1.8% | 1.5% | -23.0% | -16.1%
CCOC(=O)C1=C(C)NC(C)=C(C(=O)OCC)C1C(=O)OCC(=O)N1CCc2ccccc21 | 2.6% | -1.9% | -8.2% | -2.9 | 26.9% | ? | -3.9 | 0.1% | ? | -7.2% | -5.3%
CN(c1ccc(OCC(=O)OCC(=O)Nc2cccc([N+](=O)[O-])c2)cc1)S(=O)(=O)c1ccc(F)cc1 | -1.1% | -0.9% | -16.0% | 21.8 | -5.1% | -0.2% | -8.0 | 2.0% | -0.6% | 17.7% | ?
Cc1cc(C(=O)COC(=O)c2cccn2C)c(C)n1Cc1ccco1 | 5.4% | -9.3% | -11.0% | -2.0 | -8.6% | -5.3% | 3.4 | 2.8% | ? | -11.1% | 14.2%
CC[C@H](C)[C@H](NC(N)=O)C(=O)Nc1ccc(OC)c(Cl)c1 | 10.5% | 2.8% | -6.9% | -6.6 | -0.7% | -3.1% | 5.3 | -5.9% | 0.5% | nt | -7.6%
Cc1cccc(-n2cc(CNCCc3nc(C)cc(C)n3)c(-c3cccc(F)c3)n2)c1 | 2.1% | 1.8% | -13.5% | 7.7 | -0.3% | 1.8% | -48.7 | -13.9% | -8.9% | 0.2% | nt
COc1ccccc1CNC(=O)CCNS(=O)(=O)c1ccc2[nH]c(=O)oc2c1 | -9.7% | 0.4% | 3.8% | 4.0 | 2.3% | nt | -29.5 | 1.0% | -0.4% | -5.9% | nt
Cc1nn(Cc2ccc(Cl)cc2Cl)c(C)c1NC(=O)CCl | -3.3% | 0.8% | -12.6% | 8.1 | -1.2% | -9.8% | 11.0 | 6.5% | ? | -7.7% | -2.6%
CC1=NN(c2ccc(C(=O)O)cc2)C(=O)CC1 | 3.9% | -0.2% | -9.0% | 16.8 | 0.7% | 0.2% | 12.9 | 2.4% | ? | -2.8% | -0.2%
COc1ccc(NC(=O)C2CCC(C(C)(C)C)CC2)cc1S(=O)(=O)N1CCCCC1 (configuration not stated) | -0.3% | 2.1% | 4.7% | -9.1 | -3.6% | 1.8% | -32.4 | -21.5% | 0.4% | nt | 0.5%
CCOC(=O)c1c(NC(=O)CSc2nnnn2C)sc(C(=O)N(C)C)c1C | 15.3% | 2.3% | 16.5% | 24.4 | 0.2% | -0.8% | 3.3 | 1.4% | -0.9% | -5.1% | -11.7%
Cc1ccc(OCc2cc(C(=O)N3CCC(Oc4cccnc4)CC3)no2)cc1C | 2.4% | -0.7% | -4.7% | 0.7 | 2.7% | nt | -8.4 | -44.5%[inhibitor] | ? | -0.5% | 3.6%
CCOC(=O)COc1cc2c3c(c(=O)oc2cc1C)CCCC3 | 0.0% | -2.1% | 0.1% | 8.8 | -0.1% | -2.6% | -8.2 | 0.4% | 1.3% | -3.9% | -21.3%
Cc1cc(C(=O)Nc2cccc3c2O[C@@H](CN(C)S(=O)(=O)c2ccccc2)[C@H](C)CN([C@@H](C)CO)C3=O)n(C)n1 | nt | 5.3% | -10.1% | nt | 3.1% | nt | 0.9 | nt | -3.5% | nt | nt
COc1cc(-c2nc(-c3ccccc3)c(-c3ccc(F)cc3)[nH]2)cc2c1OCO2 | 0.6% | 2.9% | -2.4% | -3.1 | ? | -5.9% | -18.7 | -8.3% | ? | nt | ?
COc1cc(OC)cc(C(=O)Nc2nnc(SCC(=O)NCc3ccco3)s2)c1 | -2.5% | 0.5% | -1.9% | 4.3 | -6.4% | 4.0% | -21.2 | -2.7% | -15.6% | -12.2% | nt
COc1ccc(S(=O)(=O)Nc2ccc(Oc3ncccn3)c(Cl)c2)cc1 | -0.6% | 6.0% | -24.8% | 26.2 | 0.0% | -1.4% | -4.8 | 0.4% | -9.9% | -2.2% | -1.3%

Following part
SMILES | GALK inhibitor | USP2a inh | Eya2 phos inh | hERG WT inh | ASM inhibitor | PKM2 act | TSHR antag | Mito fusion yeast | BCR signal inh | MBNL1-CUG inh | Menin MLL FP TR
Cc1cc2cc(CCNC(=O)CCc3ccccc3)c(=O)[nH]c2cc1C | nt | 0.5% | -11.2% | 7.1 | 0.0% | 12.0% | 5.1 | 0.4% | -1.6% | 3.7% | -12.9%
Cc1ccc(S(=O)(=O)N2C[C@@H]3CCCC[C@@H]3[C@@H](C)[C@H]2c2cn(Cc3ccccc3)c3ccccc23)cc1 | nt | 3.7% | 2.3% | -5.3 | 2.0% | nt | -2.7 | nt | 1.7% | nt | nt
Cc1cc(C(C)(C)C)oc1C(=O)N(CC(=O)NC1CCCC1)c1cccc(C(F)(F)F)c1 | -2.4% | 0.2% | -16.3% | -6.7 | -1.1% | 1.9% | ? | 8.5% | ? | -5.4% | ?
COc1ccc(OC)c(C(=O)COC(=O)c2cccnc2Cl)c1 | -2.2% | 0.1% | 1.2% | 2.9 | -0.3% | 0.0% | -4.9 | -4.0% | -6.0% | 12.0% | ?
CCOC(CCn1c(SCC(=O)Nc2cc(C)on2)nc2ccccc2c1=O)OCC | 7.3% | 3.5% | -0.6% | -4.3 | -12.3% | 5.4% | -4.4 | 12.5% | ? | -3.4% | -12.0%
CCOCCCNS(=O)(=O)Cc1ccccc1 | 0.3% | -0.5% | 2.8% | 36.8 | 1.5% | -0.5% | -4.2 | 1.7% | 14.8% | -7.3% | -19.2%
COc1ccccc1CNN | -1.0% | 1.7% | -0.8% | 8.2 | 4.6% | -1.4% | 2.1 | 6.2% | ? | -12.4% | 3.6%
O=C1OCCC1Sc1nnc(-c2ccc(Cl)cc2)n1Cc1ccccc1 (configuration not stated) | -6.5% | -5.1% | -10.5% | -9.6 | -0.3% | 4.3% | -5.9 | -2.4% | -1.8% | -11.2% | -6.4%
O=C(O)CCC(=O)Nc1ccc(C(=O)OC2CCCCC2)cc1 | 1.1% | 0.8% | 13.3% | -7.8 | 2.9% | 0.2% | -14.4 | 0.0% | -11.8% | -3.2% | 15.8%[11.7 µM]
COc1ccc(S(=O)(=O)Cc2ccc(C(=O)NCCCN(C)c3ccccc3)o2)cc1 | 0.5% | 4.1% | 10.4% | 28.3 | -3.3% | 6.0% | -10.1 | 6.4% | 1.9% | 3.3% | -13.2%
Cc1ccc(NC(=O)C2=CCN(S(=O)(=O)c3ccc(F)cc3)CC2)c(C)c1 | nt | 0.1% | 4.0% | 4.9 | -0.4% | -2.4% | 7.5 | 2.9% | -0.5% | ? | -0.2%

Screening data (PubChem)
